Screening data (PubChem)
Anesthetic bind: qHTS Assay for Identification of Novel General Anesthetics; Ferritin light chain (Equus caballus), P02791; apoferritin/1-aminoanthracene competitive binding, fluorescence; Potency, µM (top dose mostly 77.5 µM), without a hit: at the highest dose activity change, negative = displacement, hits mostly inhibitors; 0.074% of 350,000 active; AID 485281, 2010; also: potency is read from the fitted curve at half-maximal effect; % is scaled to controls: 0 for no effect and ±100 for the full control effect; nearly all actives have a fitted effect of over 20% in size
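Apoferritin-based anesthetic binding model; compound displacement of fluorescent 1-AMA measured as endpoint fluorescence after 10 minutes at room temperature, scaled to free-ligand and complex controls.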
Pol kappa inh: qHTS for Inhibitors of Polymerase Kappa; Potency, µM (top dose mostly 107 µM), for inactives: at the highest dose activity, negative = inhibition, hits mostly inhibitors; AID 588579, 2011; 0.53% of 400,000 active; purified Pol kappa, fluorescent DNA synthesis assay, 10 min; also: potency is read from the fitted curve at half-maximal effect; % is scaled to controls: 0 for no effect and ±100 for the full control effect
Target sequence (Q9UBT6 whole entry, looked up): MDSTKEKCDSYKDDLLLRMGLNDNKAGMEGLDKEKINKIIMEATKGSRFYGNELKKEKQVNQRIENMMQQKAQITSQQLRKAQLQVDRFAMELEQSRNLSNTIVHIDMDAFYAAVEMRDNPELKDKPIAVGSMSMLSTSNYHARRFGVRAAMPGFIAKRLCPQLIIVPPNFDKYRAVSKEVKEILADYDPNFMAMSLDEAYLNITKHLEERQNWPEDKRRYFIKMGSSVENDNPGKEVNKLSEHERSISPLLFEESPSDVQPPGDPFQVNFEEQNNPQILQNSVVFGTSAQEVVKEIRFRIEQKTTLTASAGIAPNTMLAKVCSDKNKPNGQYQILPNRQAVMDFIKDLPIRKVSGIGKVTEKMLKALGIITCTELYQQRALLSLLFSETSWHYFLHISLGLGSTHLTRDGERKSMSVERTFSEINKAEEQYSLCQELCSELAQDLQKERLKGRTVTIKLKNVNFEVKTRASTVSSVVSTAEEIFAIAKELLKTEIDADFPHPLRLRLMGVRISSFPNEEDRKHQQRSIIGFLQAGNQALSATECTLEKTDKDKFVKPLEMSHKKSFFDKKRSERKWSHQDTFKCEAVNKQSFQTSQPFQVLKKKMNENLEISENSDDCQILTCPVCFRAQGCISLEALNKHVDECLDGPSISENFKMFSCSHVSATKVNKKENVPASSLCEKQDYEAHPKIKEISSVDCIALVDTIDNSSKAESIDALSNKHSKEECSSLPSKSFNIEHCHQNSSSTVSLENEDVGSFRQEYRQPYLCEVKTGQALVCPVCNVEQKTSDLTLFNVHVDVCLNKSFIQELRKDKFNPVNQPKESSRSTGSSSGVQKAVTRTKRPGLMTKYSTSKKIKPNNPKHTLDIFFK
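Pol kappa 10 nM + cpd, 15 min RT; start w/ substrate 50 nM final; fluorescence kinetic read, 0 and 10 min. Neg ctrl: buffer, no enzyme.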
ERG-DNA inh: qHTS for Small Molecule Inhibitors of the ERG Ets/DNA interaction; fluorescence polarization, His-ERG Ets domain / labelled DNA; Potency, µM (highest dose often 76.9 µM), inactives show top-dose FP activity, negative = inhibition, hits mostly inhibitors; 0.028% of 370,000 active; AID 624246, 2012; active = well fitted inhibition curve with a large enough effect in the polarisation, with a control signal flat; inconclusive = small, poorly fitted or top-dose-only effect, or effect the other way, or a change in a side signal; inactive = no such curve, though single readings can be large or run the other way; the % refers to the polarisation;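 also: polarization taken with two DNA probes labelled with fluorescein and Texas red; potency is read from the fitted curve at half-maximal effect; % of control where 0% means no effect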
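His-tagged ERG Ets domain (1 uM in the protein solution; 300mM KCl, 50mM Tris-HCl, 1mM EDTA, 1mM DTT, pH 7.5) received compound, then a probe mix of 5 nM fluorescein-DNA and 100nM Texas-615-DNA. Fluorescence polarization was read for both dyes.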
ALOX12 inh: Primary qHTS assay for inhibitors of human arachidonate 12S-lipoxygenase (ALOX12): Round 2; AID 1671190, 2021; 1.1% of 580,000 active; purified 12hLO, xylenol orange hydroperoxide absorbance; Potency, µM (titrated, usually from 108 µM), for the others: at the top dose activity change, negative = inhibition, most hits filed as inhibitors; Polyunsaturated fatty acid lipoxygenase ALOX12 (Homo sapiens), P18054; also: potency is read from the fitted curve at half-maximal effect; % is scaled to controls: 0 for no effect and ±100 for the full control effect
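Purified human 12hLO at 150 nM in 25 mM Hepes, 0.01% Triton X-100, pH 7.0, preincubated 15 min at room temperature with compound. Reaction started with 40 uM arachidonic acid, 30 min at room temperature. Hydroperoxide measured by Fe-xylenol orange, 573/405 nm absorbance ratio.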
Pol eta inh: qHTS for Inhibitors of Polymerase Eta. DNA polymerase eta (Homo sapiens), Q9Y253. recombinant Pol eta, fluorescent DNA replication assay. Potency, µM (titrated, usually from 114 µM), for inactives: at the top dose activity change, negative = inhibition, most hits filed as inhibitors. 1.2% of 390,000 active. AID 588591, 2011; also: potency is read from the fitted curve at half-maximal effect; % is scaled to controls: 0 for no effect and ±100 for the full control effect
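Pol eta (10 nM) was preincubated with compounds for 15 min at room temperature, after which fluorescent replication substrate (50 nM final) was added to start the reaction. Fluorescence was read kinetically at 0 and 10 min.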
RGS4 inhibitor: Inhibitors of Regulator of G Protein Signaling (RGS) 4: qHTS; Regulator of G-protein signaling 4 (Homo sapiens), P49798; Transcreener GDP fluorescence polarization, RGS4-accelerated GTP hydrolysis; Potency, µM (series often up to 114 µM), for inactives: top-dose activity change, negative = inhibition, actives largely listed as inhibitors; 0.039% of 390,000 active; AID 504845, 2011; also: potency is read from the fitted curve at half-maximal effect; % is scaled to controls: 0 for no effect and ±100 for the full control effect; nearly all actives have a fitted effect of over 75% in size; some results filed as inactive show a strong effect at the top dose
Target sequence (P49798 whole entry, looked up): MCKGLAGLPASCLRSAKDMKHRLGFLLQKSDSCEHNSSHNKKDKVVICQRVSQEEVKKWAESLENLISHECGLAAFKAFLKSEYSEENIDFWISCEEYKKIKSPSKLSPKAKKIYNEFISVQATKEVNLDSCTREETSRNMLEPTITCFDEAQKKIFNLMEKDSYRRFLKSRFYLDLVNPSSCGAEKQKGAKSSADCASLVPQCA
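MLSMR compounds (23 nl, pin-transferred) preincubated 10 min at room temperature with a 500nM (2x) first reagent, then RGS4 at 900nM (2x) plus Transcreener GDP mix added; fluorescence polarization (620/688 nm) read before and after 90 min at 30 °C.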
APEX1 inh: qHTS Assay for Inhibitors of the Human Apurinic/apyrimidinic Endonuclease 1 (APE1); DNA repair nuclease/redox regulator APEX1 (Homo sapiens), P27695; recombinant APE1, TAMRA/BHQ-2 abasic DNA cleavage fluorescence; Potency, µM (titrated, usually from 65.8 µM), without a hit: top-dose activity change, negative = inhibition, most hits filed as inhibitors; 0.35% of 350,000 active; AID 2517, 2012;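 also: potency is read from the fitted curve at half-maximal effect; plate controls were vehicle for no effect and reference inhibitor for full effect; nearly all actives have a fitted effect of over 55% in size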
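Activity was derived from the fluorescence gain between first and third kinetic reads (60 s intervals, ex 525/em 598 nm) after 50 nM THF-abasic TAMRA/BHQ-2 duplex was added to 0.75 nM APE1 preincubated 15 min with compound.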
POLB inh: qHTS Assay for Inhibitors of DNA Polymerase Beta; Potency, µM (doses to about 114 µM), for the others: at the highest dose activity change, negative = inhibition, actives largely listed as inhibitors; 1.3% of 340,000 active; P06746; AID 485314, 2010; Pol beta primer extension/strand displacement, fluorescence kinetic; also: potency is read from the fitted curve at half-maximal effect; % is scaled to controls: 0 for no effect and ±100 for the full control effect
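Pol beta (10 nM) and compounds were preincubated 15 min at room temperature, then 50 nM substrate (final) started primer extension/strand displacement. Reads were taken at 0 and 10 min; concentration-response data were fitted to a four-parameter Hill equation.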
LDHA inh: qHTS assay for inhibitors of human lactate dehydrogenase; L-lactate dehydrogenase A chain (Homo sapiens), P00338; purified LDHA, NADH/diaphorase-resazurin fluorescence; hits give low values; activity change, % (values are at about 110 or 230 µM); 0.15% of 480,000 active; AID 1347041, 2019; in the data active = activity change below about -30%; inconclusive = mostly about -25% to -30%;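 also: plate controls were DMSO wells for no effect and wells without enzyme for full effect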
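Resorufin fluorescence (ex540/em590), read at 0 and 20 min after diaphorase/resazurin addition, reports the NADH left after a 5 min room-temperature reaction of 2 nM human LDH5 with 0.06 mM NADH and 0.2 mM pyruvate.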
Active calls of the source: *; i = inactive; ? = inconclusive; . = no result given; & = joins results of further samples; [ ] = another dose, or the depositor's remark. Unless noted, calls follow the shape of the dose curve; as a rule, active = well fitted curve in the direction sought with a large enough effect; inconclusive = small, poorly fitted or top-dose-only effect, or another doubt; inactive = no such curve, though single readings can be large; an effect the other way counts as inactive or inconclusive.

Anesthetic bind,Pol kappa inh,ERG-DNA inh,ALOX12 inh,Pol eta inh,RGS4 inhibitor,APEX1 inh,POLB inh,LDHA inh,smiles
-7%,-4%,-7%,0%,-13%,-38%,8%,-13%,1,CCN(Cc1ccncc1)Cc1nc(CC2CC2)no1
-10%,0%,3%,-22%,-24%,-8%,-5%,0%,-11,Cc1cnc(SCc2cnc(C)nc2N)nc1
-7%,-6%,-12%,?,-3%,-21%,1%,-27%,-14,Fc1ccc(COc2cccc(-c3n[nH]c(=S)o3)c2)cc1
?,0%,-11%,-9%,-22%,-1%,?,-22%,3,CCOC(=O)CN1N=C(/C=C/c2ccc(C(C)C)cc2)CCC1=O
-2%,-10%,9%,0%,-5%,-7%,.,1%,-7,CCCCC(=O)NC1(C(F)(F)F)C(=O)Nc2c1c(=O)[nH]c(=O)n2-c1ccc(C)c(C)c1 (centres undefined)
-17%,7%,1%,12%,-14%,-7%,17%,18%,-3,Cc1ccc(S(=O)(=O)N(CC2CO2)c2cccc([N+](=O)[O-])c2)cc1 (centres undefined)
-22%,?,6%,-31%,?,-5%,1%,3%,1,CSc1ccc(CCNC(=O)CSc2ccsc2[N+](=O)[O-])cc1
1%,-20%,-1%,?,-3%,-6%,-2%,8%[57.1 µM],-4,COc1ccc(C/C(C)=N/NC(=S)Nc2ccc(C)c(C)c2)cc1
-4%,-7%,5%,90%[activator],0%,-1%,-10%,1%,-5,O=C1NCC(=O)N2C(c3ccccc3)c3[nH]c4ccccc4c3C[C@@H]12 (some centres undefined)
-9%,-5%,6%,0%,-17%,-2%,16%,23%,-12,CCCc1ccc(OCC(O)CN2CCN(C(=O)OCC)CC2)cc1 (centres undefined)
-18%,0%,3%,-6%,-15%,-3%,-2%,9%,-1,O=C(/C=C1\NC2(CCCC2)Cc2ccccc21)C(=O)N/N=C/c1ccccc1O
45%[activator],7%,-10%,7%,6%,-9%,13%,31%,-1,CC(=O)N/C(=C\c1ccc(F)cc1)C(=O)OC(C)C
?,-5%,-6%,7%,-24%,-19%,3%,12%,0,C=CCOC(=O)/C(=C/c1cccc2ccccc12)NC(=O)c1ccccc1
.,-23%,4%,i,-21%,-1%,7%,.,-5,CC(Sc1ncccn1)C(=O)NNC(=O)c1cccc(Cl)c1 (centres undefined)
-18%,-10%,0%,0%,-8%,-8%,-15%,42%,0,Nc1ccc(C(=O)N2CCN(S(=O)(=O)c3ccc4c(c3)OCCO4)CC2)cc1[N+](=O)[O-]
9%,-4%,.,1%,-9%,7%,12%,40%,-3,O=C(CCN1C(=O)COc2ccccc21)NCc1cccnc1
-7%,-11%,6%,-11%,-22%,-25%,-9%,51%,-5,CCOC(=O)CCCNC(=O)CSc1nnc(-c2ccccc2)c(-c2ccccc2)n1
58%[activator],-5%[60.1 µM],0%,4%,-7%,-16%,.,29%,-2,Cc1c(-c2nc(-c3ccc4c(c3)[nH]c(=O)n4C)no2)cccc1[N+](=O)[O-]
1%,-1%,3%,?,-17%,11%,-2%,5%,2,N#C/C(=C(/O)COc1ccccc1)c1nnc2n1CCCCC2
-2%,-1%,1%,?,-15%,-7%,5%,39%,1,CCOc1ccc(/C(O)=C2/C(=O)C(=O)N(CCCN3CCOCC3)C2c2ccc(F)cc2)cc1C (centres undefined)

5 entries from above, as a markdown table:
| structure | Anesthetic bind | Pol kappa inh | ERG-DNA inh | ALOX12 inh | Pol eta inh | RGS4 inhibitor | APEX1 inh | POLB inh | LDHA inh |
| --- | --- | --- | --- | --- | --- | --- | --- | --- | --- |
| COc1ccc(C/C(C)=N/NC(=S)Nc2ccc(C)c(C)c2)cc1 | 1% | -20% | -1% | ? | -3% | -6% | -2% | 8%[57.1 µM] | -4 |
| CCOC(=O)CCCNC(=O)CSc1nnc(-c2ccccc2)c(-c2ccccc2)n1 | -7% | -11% | 6% | -11% | -22% | -25% | -9% | 51% | -5 |
| CC(=O)N/C(=C\c1ccc(F)cc1)C(=O)OC(C)C | 45%[activator] | 7% | -10% | 7% | 6% | -9% | 13% | 31% | -1 |
| CCCCC(=O)NC1(C(F)(F)F)C(=O)Nc2c1c(=O)[nH]c(=O)n2-c1ccc(C)c(C)c1 (centres undefined) | -2% | -10% | 9% | 0% | -5% | -7% | . | 1% | -7 |
| O=C(CCN1C(=O)COc2ccccc21)NCc1cccnc1 | 9% | -4% | . | 1% | -9% | 7% | 12% | 40% | -3 |

(cont.)
Anesthetic bind,Pol kappa inh,ERG-DNA inh,ALOX12 inh,Pol eta inh,RGS4 inhibitor,APEX1 inh,POLB inh,LDHA inh,smiles
-4%,10%,3%,5%,-12%,-11%,-4%,2%,1,COc1ccc(NC(=O)C2CCN(S(=O)(=O)c3ccccc3)CC2)cc1
-3%,-7%,7%,1%,-7%,8%,4%,32%,3,CN(C)C(CNC(=O)c1ccccc1C(F)(F)F)c1ccco1 (centres undefined)
-16%,-3%,14%,7%,-19%,-16%,6%,74%,2,Cc1cc(C)cc(NC(=O)CN2CCC(NC(=O)c3ccccc3F)CC2)c1
-4%,-16%,-8%,?,6%,3%,2%,-10%,-5,CCOC(=O)c1cccc(NC(=O)C(NS(=O)(=O)c2ccc3c(c2)CCN3C(C)=O)C(C)C)c1 (centres undefined)
4%,-16%,-2%,-3%,.,-1%,.,20%,-8,COc1ccc(NC(=O)CCc2nnc3n(C)c(=O)c4sccc4n23)cc1
?,1%,3%,?,-21%,-31%,4%,0%,17,CC(C)c1ccc(NC(=S)Nc2ccc3cn[nH]c3c2)cc1
-23%,-30%,-2%,.,-14%,-22%,11%,20%,1,CC(=O)OC1CCC2(C)C(COc3ccc4ccc(=O)oc4c3)C(C)(O)CCC2C1(C)C (centres undefined)
.,-11%,2%,-11%,-7%,-12%,.,.,-6,Cc1ccc(Cn2c(CCNc3nc(-c4ccc(C)cc4)cs3)nc3cc(C(=O)NCCCO)ccc32)cc1
-3%,2%,2%,.,-23%,3%,6%,0%,-5,COc1ccc(CN(C)C(=O)c2ccncc2)c(OC)c1
-6%,-3%,113%[activator],-2%,-1%,-20%,7%,24%,-7,CC(=O)c1ccc(NC(=O)Nc2ccncc2)cc1
-12%,-1%,6%,7%&-2%,-12%,-41%,7%,12%,-2&3,CCN(CC(=O)Nc1c(F)cccc1F)C(=O)CNC(=O)c1ccc(C)s1
?,-11%,-3%,0%,-13%,21%,0%,-1%,-5,O=C1CC(c2ccco2)c2ccc3ccccc3c2N1 (centres undefined)
.,-3%,-4%,17%,-18%,-30%,10%,.,10,CCCCCCC[C@@H](C/C=C/CCC(=O)N(C)C/C(=C/Cl)C/C(=C\C(=O)N1C[C@H](O)CC1=O)OC)OC
7%,-5%,9%,4%,-10%,-12%,-1%,-7%,-6,O=C(Nc1ccc(Cl)cc1C(=O)NCCN1CCOCC1)c1ccco1
0%,3%,16%,-3%,-3%,-30%,-8%,0%,3,CCn1nccc1C(=O)Nc1ccc(Cl)cc1Cl
.,10%,18%,-3%,4%,9%,6%,.,0,C[C@@H]1CN([C@@H](C)CO)C(=O)c2cccc(NS(C)(=O)=O)c2O[C@H]1CN(C)C(=O)Nc1ccc(F)cc1
0%,-10%,-12%,0%,-15%,13%,7%,-23%,-3,COc1cc2[nH]c(=O)c(C(=O)NCc3ccc(F)cc3)c(O)c2cc1OC
-1%,-15%,-7%,51%[activator],3%,14%,3%,-14%,-5,Brc1ccccc1/C=N/Nc1ccccn1
-14%,-3%,-5%,?,.,-4%,.,3%,-1,COc1ccc(NC(=O)c2c(N)c(C(=O)c3ccc(C)cc3)n3ccccc23)cc1OC
1%,6%,1%,?,-5%,-6%,24%,0%,-2,CNc1nnc(-c2ccco2)s1
-2%,-14%,1%,2%,-14%,6%,-1%,-4%,-6,COc1ccc(C(=O)/C=C2/c3ccccc3CC(C)(C)N2C)cc1OC
-17%,-9%,-4%,.,-5%,-41%,2%,14%,-4,Cc1cc(C)nc(NC(=O)NS(=O)(=O)Nc2ccc(Br)cn2)n1
?,-7%,0%,3%,-8%,-5%,.,2%,-15,CC(C)(C)c1ccc(C2NC(=O)c3n[nH]c(-c4cccs4)c32)cc1 (centres undefined)
-21%,-4%[60.1 µM],6%,-20%,-28%,-18%,.,?,2,COc1ccccc1N1CCN(S(=O)(=O)CCNC(=O)COc2ccc(C(C)C)cc2)CC1
-10%,-11%,-1%,46%[activator],6%,18%,2%,3%,-4,Cc1ccc(C2=NC(C)(C)NC2=O)cc1
.,0%,3%,?,6%,-29%,.,.,1,COc1ccc(-c2nc3c(C(=O)NCCN(C)C)cccc3c3ccccc23)cc1
0%,0%,4%,-20%,-20%,15%,.,-1%,2,Clc1ccc(CNc2ncnc3onc(-c4ccc(Cl)cc4)c23)cc1

A portion of the library; rates above refer to the full screens.
